From PubChem BioAssay
ERK EGF block: qHTS Assay for Inhibitors of the ERK Signaling Pathway using a Homogeneous Screening Assay; Stimulation with EGF | HEK293-V1b, EGF-stimulated phospho-ERK AlphaScreen | Potency, µM (highest dose often 11.5 µM), without a hit: at the top dose activity change, negative = inhibition, actives largely listed as inhibitors | actives 0.41% (n = 130,000) | AID 1454, 2008; active = well fitted inhibition curve with a large enough effect; inconclusive = small, poorly fitted or top-dose-only effect, or effect the other way;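 note: plate controls were stimulated vehicle wells for no effect and unstimulated vehicle basal for full effect; nearly all actives have a fitted effect of over 55% in size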
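Phospho-ERK1/2 measured by AlphaScreen (SureFire) after 5 min 25 nM EGF stimulation of V1b-expressing HEK293 cells preincubated 30 min at 37C with titrated compounds; data scaled to DMSO and EGF controls, Hill-fitted AC50.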
* marks the source's active call; other numbers are inactive results; ? = inconclusive; [ ] = dose if it differs, or a comment. Potency is the fitted concentration of half-maximal effect. Some of the compounds tested, so the mix of outcomes need not match the whole.

SMILES	ERK EGF block
COc1ccc(C(c2c(NC(=O)c3ccccc3)sc(C)c2C)N2CCN(CCO)CC2)cc1 (stereo not drawn)	13%
O=C(/C=C/c1ccc(O)cc1)OCc1occc(=O)c1O[C@@H]1OC(CO)[C@@H](O)[C@H](O)[C@@H]1O (stereo partly drawn)	-6%
CCn1ncc(NC(=S)Nc2ccc(OC)c(OC)c2)c1C(N)=O	8%
O=C1OCCC1Sc1nnc(-c2cccnc2)n1-c1ccccc1F (stereo not drawn)	2%
CCN(CC)S(=O)(=O)c1ccc(N2CCCC2)c(NC(=O)C2CCCCC2)c1	?
CC(C)(C)c1cc(CCC(=O)NN)cc(C(C)(C)C)c1O	-7%
CN(Cc1ccccc1)C(=O)C(C(=O)c1ccc(F)cc1)n1cc(Cl)ccc1=O (stereo not drawn)	2%
O=C(O)C1Cc2ccccc2CN1C(=O)COc1ccc(Br)cc1 (stereo not drawn)	0%
COc1ccc(CNC(=S)N/N=C(/C)c2ccccc2)cc1	5%[57.5 µM]
CC1=C(C(=O)OCc2ccccc2)C(c2ccsc2)NC(=O)N1C (stereo not drawn)	-12%
CCN(CC)S(=O)(=O)c1cc([N+](=O)[O-])ccc1N1CCC(C(N)=O)CC1	-2%
NC(CO)(CO)COCc1ccccc1	0%
O=C(CCCNS(=O)(=O)c1cccc2nsnc12)NCCN1CCN(c2ccccc2F)CC1	-6%
CCOC(=O)C1CCN(C(=S)Nc2cc(C)ccc2C)CC1	4%
O=C(NC(=S)NCc1ccccc1)c1ccccc1	4%
COC(=O)c1n[nH]n(-c2cc(Cl)cc(Cl)c2)c1=O	8%[57.5 µM]
COCCn1c(-c2ccc(-c3ccc([N+](=O)[O-])cc3Br)o2)nc2c1c(=O)[nH]c(=O)n2CC(C)C	-6%
O=[N+]([O-])c1cccc(CSc2ncnc3ccccc23)c1	3%
COC(=O)c1ccc(-c2nc3ccccc3[nH]2)cc1	0%
CN(C)S(=O)(=O)c1ccc(C(=O)NCc2ccc3[nH]c4c(c3c2)CCCC4)cc1	?
O=C(NNC1CC(=O)N(c2ccc(Br)cc2)C1=O)c1cccs1 (stereo not drawn)	-3%[57.5 µM]
COc1ccc(NC(=O)Nc2nnc(-c3ccncc3)s2)cc1	?
CC(=O)Nc1ccn(-c2ccccc2)n1	-55%
Cc1cc(C)n(CCc2nc(-c3ccc(-c4ccccc4)cc3)cs2)n1	-2%
C/C(=N\NC(=O)C1CC1)c1ccc(Cl)cc1	-3%
COc1ccccc1NC(=S)NCC1CCCCC1	3%
O=C(NC1CCCCCC1)c1cc(-c2ccccn2)nc2ccccc12	-8%
Cc1cccc(C(=O)NC(=S)N2CCN(C(=S)NC(=O)c3cccc(C)c3)CC2)c1	2%
O=C(NNC1CC(=O)N(c2ccc(Br)cc2)C1=O)c1ccco1 (stereo not drawn)	5%
COc1cccc2oc(-c3ccc(O)cc3)cc(=O)c12	-5%
ClCc1nnc(-c2ccccc2)o1	0%
C/C(=N\Nc1ccc([N+](=O)[O-])cc1)c1ccc(C#N)cc1	1%[57.5 µM]
CCOc1ccc(NC(=S)NCCCN2CCN(c3ccc(OC)cc3)CC2)cc1	?
CCOC(=O)c1cc(C(C)C)sc1NC(=O)COC(=O)CCS(=O)(=O)c1ccccc1	5%
Cc1c(C(=O)OCC(=O)Nc2ccc3c(c2)OCO3)cccc1[N+](=O)[O-]	-4%
Cc1ccc(S(=O)(=O)N2CCC(C(=O)O)CC2)cc1	-6%
COc1ccc(C2CC(c3cccs3)=NN2S(C)(=O)=O)cc1OC (stereo not drawn)	-2%
CCOC(=O)CNC(=O)c1c(C)nn(C)c1Cl	-2%
Cc1c(NC(=O)CSc2nnnn2-c2ccc(F)cc2)c(=O)n(-c2ccccc2)n1C	-13%
CNC(=S)N(CCc1ccc(OC)c(OC)c1)Cc1cc2c(C)cc(C)cc2[nH]c1=O	0%
N[C@]1(C(=O)O)CCc2cc(P(=O)(O)O)ccc21	-9%
C=CCNC(=O)c1ccc(-c2cccc([N+](=O)[O-])c2)o1	-12%[57.5 µM]
CCN(CC)c1nc(N)c([N+](=O)[O-])c(NCCO)n1	1%
O=C(CNC(=O)C12CC3CC(CC(C3)C1)C2)N/N=C\c1ccccn1	-3%
O=C(NCc1cccnc1)c1ccc(NC(=O)c2cccc([N+](=O)[O-])c2)cc1	2%
CSC(SC)=C(C#N)C(=O)c1ccccc1	25µM*
O=C(NCc1ccccc1)Nc1cccn(Cc2ccccc2Cl)c1=O	?
Cc1cccc(CSc2nc3ccncc3n2CC(=O)Nc2cc(C)cc(C)c2)c1	?
CC12CCC(C(=O)N(c3ccc(Cl)cc3)C1=O)C2(C)C (stereo not drawn)	-1%
O=C(COc1ccc(NS(=O)(=O)c2ccc(F)cc2)cc1)N1CCOCC1	-7%
CC(=O)c1c(C)nc(Nc2nc(C)c3cc(C)ccc3n2)nc1C	-8%
CCOC(=O)C1=C(C)OC(N)=C(C#N)C1c1ccccc1 (stereo not drawn)	-2%
O=C(CSc1n[nH]c(=O)n1Cc1ccco1)N1CCOCC1	-7%[57.5 µM]
Cc1ccc(-n2c(C)nn(CC3CC3)c2=O)cc1	6%
O=C(NNC(=O)c1cccnc1)NC12CC3CC(CC(C3)C1)C2	-9%
CCC(C(=O)Nc1ccc(C(=O)N2CCCC2)cc1)c1ccccc1 (stereo not drawn)	3%
COc1ccc(OCCC(=O)OCC(=O)NCc2ccccc2)cc1	1%
Cc1ccc2c(c1)C(=O)CC(O)(C(F)(F)F)O2 (stereo not drawn)	4%[57.5 µM]
Cc1ccc(NC(=O)c2c(-c3ccccc3Cl)noc2C)nc1	2%[57.5 µM]
O=C(O)COc1ccccc1/C=N/NC(=O)CN1CCN(S(=O)(=O)c2ccc(Br)cc2)CC1	-2%[57.5 µM]

The list goes on; the last 2 above are carried over.
SMILES	ERK EGF block
Cc1ccc(NC(=O)c2c(-c3ccccc3Cl)noc2C)nc1	2%[57.5 µM]
O=C(O)COc1ccccc1/C=N/NC(=O)CN1CCN(S(=O)(=O)c2ccc(Br)cc2)CC1	-2%[57.5 µM]
NC(=O)c1cc2cc(Cl)ccc2oc1=Nc1cccc(C(F)(F)F)c1	1%
Nc1nc(CSc2ncn[nH]2)nc(Nc2ccc(F)cc2)n1	-4%
CNc1nnc(C(F)(F)F)s1	2%[57.5 µM]
Cc1nc2cc(C(=O)NCc3ccc4c(c3)OCO4)ccc2n1-c1ccc(Br)cc1	0%
COc1cccc(/C=C/C(=O)OCC(=O)NCc2ccco2)c1	0%
Cc1ccc(NC(=O)CN2CCN(CCN=CC3=C(O)CC(c4ccccc4)CC3=O)CC2)cc1 (stereo not drawn)	-8%
COC(=O)CCC(=O)OC1(C)C(=O)C=C2C=C(C3CC3)N(CC(C)C)C=C2C1=O (stereo not drawn)	10%[57.5 µM]
COc1ccc2[nH]c(O)c(N=NC(=N)N)c2c1	4%
Cc1nn(Cc2ccc(F)cc2)c(C)c1NC(=O)C1c2ccccc2Oc2ccccc21	-4%
O=C(Cn1c(=S)[nH]c2ccccc2c1=O)NCCc1ccccc1	0%
Cc1ccccc1OCCn1cnc2c(N)ncnc21	17%
Nc1ccccc1SSc1ccccc1N	27%[57.5 µM]
Cc1cc(C)cc(N(CCC(=O)Nc2nnc(C)s2)S(=O)(=O)c2ccc(Cl)cc2)c1	0%
NC(=O)c1ccccc1Br	1%[57.5 µM]
COc1ccc(S(=O)(=O)Nc2cc(C)on2)cc1OC	-4%
Cn1c2ccccc2c(=O)c2c(=O)n(Cc3ccccc3)c(-c3ccc(F)cc3)nc21	16%[57.5 µM]
O=C(CSc1ccc(-c2ccco2)nn1)NC1CCCC1	-5%
CCOC(=O)COc1cc([N+](=O)[O-])cc2cccnc12	2%
O=C1C=CC(=O)N1N(c1ccccc1)c1ccccc1	3%
Cc1ccc(C)c(Nc2c([N+](=O)[O-])c(=O)oc3ccccc23)c1	?
O=C(CCc1nnc(-c2ccsc2)o1)N1CCc2c(Cl)cccc2C1	-19%
O=C(Nc1ccccc1)NC1CCCCNC1=O (stereo not drawn)	-3%[57.5 µM]
O=[N+]([O-])c1ccc(Sc2nnnn2-c2ccccc2)nc1	4%
CCOc1ccc(-n2cc(-c3ccc(OC)c(OC)c3)[nH]c2=S)cc1	13%
COC(=O)C1CCN(c2ccc([N+](=O)[O-])cc2)CC1	-2%
COc1ccc2c(c1)CC/C(=C/c1ccncc1)C2=O	-4%
Cc1cc2ccccn2c1C(=O)c1nc(NCc2ccco2)ncc1Cl	0%
COC(=O)c1ccc(-c2ncc(-c3cccc4ccccc34)o2)cc1	?
CS(=O)c1ccccc1COC(=O)Nc1ccccc1 (stereo not drawn)	-3%
O=C(O)COc1ccc(OCCNC[C@@H](O)COc2ccccc2)cc1	-16%
C/C(=N\Nc1ccc([N+](=O)[O-])cc1[N+](=O)[O-])c1ccc(-n2nncc2C(C)(C)C)cc1	1%
CCC1(C)Cc2ccccc2C(=O)N1 (stereo not drawn)	-7%[57.5 µM]
COCCn1c(-c2cc(OC)c(OC)c(OC)c2)nc2oc3cc(OC)ccc3c(=O)c2c1=O	10%[57.5 µM]
N#Cc1ccc(C(=O)Nc2cccc3ncccc23)c(F)c1	10%
CC(C)C[C@H](NC(=O)c1nc[nH]c1C(=O)NC1CCN(C(=O)OC(C)(C)C)CC1)C(=O)OC(C)(C)C	?
C=CC1C(OC2OC(CO)C(O)C(O)C2O)OC=C(C(=O)OC)C1CC1CC(=O)CC(CC(=O)CCc2ccc(O)cc2)O1 (stereo not drawn)	-7%[57.5 µM]
Oc1ccc(-c2nc3c4c(ncn3n2)-c2ccccc2CC42CCCC2)cc1	?
CCN(CC)c1ccc(NC2=C(Cl)C(=O)c3ccccc3C2=O)cc1	10µM*
CC(C)CC(=O)NC(=S)N1CCCCCC1	2%
CC(C)CN1CCNC(=O)C1CC(=O)NCCCN1CCCc2ccccc21 (stereo not drawn)	1%
CCCCOC(=O)CCCc1ccc([N+](=O)[O-])cc1[N+](=O)[O-]	-2%
CC1CCCCC1NC(=O)CSc1ccsc1[N+](=O)[O-] (stereo not drawn)	15%
COc1ccc(CCNC(=O)C(C(=O)c2ccccc2)n2cc(Cl)ccc2=O)cc1OC (stereo not drawn)	-4%
CCCCNC(=O)C(=O)N/N=C/c1cccc(Br)c1	-4%
S=C(NCCc1ccccc1)N1CCn2cccc2C1c1cccnc1 (stereo not drawn)	-1%
O=[N+]([O-])c1ccc2c(c1)c1ccccc1n2CCO	-5%[57.5 µM]
CC(C)CCN(C(=O)CNC(=O)c1cccs1)C(C(=O)NC1CCCCC1)c1cccnc1 (stereo not drawn)	1%[57.5 µM]
Cc1ccc(OCC(=O)N/N=C/c2ccccc2)c([N+](=O)[O-])c1	-10%
CCOCCCNC(=S)Nc1cc(OCC)c(NC(=O)c2ccco2)cc1OCC	3%
O=C(O)/C(=C\c1cccc([N+](=O)[O-])c1)c1ccc(S(=O)(=O)N2CCCCC2)s1	5%[57.5 µM]
CC(/C=C1\SC(=S)N(C(C(=O)O)C(C)C)C1=O)=C\c1ccccc1 (stereo not drawn)	14%
COc1ccc(N2C(=O)CC2(/C=C/c2ccccc2OC)C(=O)NC2CCCC2)cc1 (stereo not drawn)	-1%
COC(=O)c1cn(-c2nc(C)c3c(n2)CCC3)nn1	-6%
O=C(NC(=S)Nc1ccccn1)c1cccc([N+](=O)[O-])c1	-4%[57.5 µM]
O=C1CCCC(O)=C1N=Nc1cccc(S(=O)(=O)N2CCOCC2)c1	-3%[57.5 µM]
O=S(=O)(c1ccccc1)N1CCC2(CC1)CN(c1ccncc1)C2	?
CCCCCn1c(=O)[nH]c2cc(C(=O)NCCCN3CCCCC3)ccc2c1=O	-12%
COc1ccc(C2Nc3cccc4cccc(c34)N2)cc1	-12%
Cc1cc(Cl)ccc1C(=O)C1CCCN(C(=O)/C=C/c2cnn(C)c2)C1 (stereo not drawn)	1%
O=C(Nc1ccc(Cl)cn1)Nc1ccccc1Cl	2%[57.5 µM]
CCN1/C(=C/c2ccc3cc(C)ccc3[n+]2CC)Sc2cc(C)ccc21	?

Of the compounds above, these contain a nitro group on carbon.
SMILES	ERK EGF block
CCN(CC)S(=O)(=O)c1cc([N+](=O)[O-])ccc1N1CCC(C(N)=O)CC1	-2%
COCCn1c(-c2ccc(-c3ccc([N+](=O)[O-])cc3Br)o2)nc2c1c(=O)[nH]c(=O)n2CC(C)C	-6%
O=[N+]([O-])c1cccc(CSc2ncnc3ccccc23)c1	3%
C/C(=N\Nc1ccc([N+](=O)[O-])cc1)c1ccc(C#N)cc1	1%[57.5 µM]
Cc1c(C(=O)OCC(=O)Nc2ccc3c(c2)OCO3)cccc1[N+](=O)[O-]	-4%
C=CCNC(=O)c1ccc(-c2cccc([N+](=O)[O-])c2)o1	-12%[57.5 µM]
CCN(CC)c1nc(N)c([N+](=O)[O-])c(NCCO)n1	1%
O=C(NCc1cccnc1)c1ccc(NC(=O)c2cccc([N+](=O)[O-])c2)cc1	2%
CCOC(=O)COc1cc([N+](=O)[O-])cc2cccnc12	2%
Cc1ccc(C)c(Nc2c([N+](=O)[O-])c(=O)oc3ccccc23)c1	?
O=[N+]([O-])c1ccc(Sc2nnnn2-c2ccccc2)nc1	4%
COC(=O)C1CCN(c2ccc([N+](=O)[O-])cc2)CC1	-2%
C/C(=N\Nc1ccc([N+](=O)[O-])cc1[N+](=O)[O-])c1ccc(-n2nncc2C(C)(C)C)cc1	1%
CCCCOC(=O)CCCc1ccc([N+](=O)[O-])cc1[N+](=O)[O-]	-2%
CC1CCCCC1NC(=O)CSc1ccsc1[N+](=O)[O-] (stereo not drawn)	15%
O=[N+]([O-])c1ccc2c(c1)c1ccccc1n2CCO	-5%[57.5 µM]
Cc1ccc(OCC(=O)N/N=C/c2ccccc2)c([N+](=O)[O-])c1	-10%
O=C(O)/C(=C\c1cccc([N+](=O)[O-])c1)c1ccc(S(=O)(=O)N2CCCCC2)s1	5%[57.5 µM]
O=C(NC(=S)Nc1ccccn1)c1cccc([N+](=O)[O-])c1	-4%[57.5 µM]
